# Bioassay records (PubChem BioAssay)
# FUS suppressor: suppressors of FUS proteinopathy in yeast. S. cerevisiae FUS-expressing, growth rescue, OD600, 24 h. Potency, µM (series often up to 76.6 µM), for inactives: at the highest dose growth rescue (activation), actives largely listed as activators. hit rate 0.24% among 390,000;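 further: potency means the concentration at half of the fitted maximal effect; plate controls were DMSO vehicle for no effect and reference control for full effect; nearly all actives have a fitted effect of over 55% in size; some results filed as inactive show a strong effect at the top dose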
#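 Galactose (2%) drives FUS expression in yeast precultured in raffinose; seeding density OD 0.005. Test compounds incubated 24hr at 30C and 99% humidity before absorbance at 600 nm was measured.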
# aSyn rescue: alpha-synuclein toxicity inhibition in yeast | Yeast expressing alpha-synuclein, growth rescue, BacTiter-Glo, 24 h | Potency, µM (top dose mostly 46.1 µM), for the others: at the highest dose growth rescue (activation), most hits filed as activators | hit rate 0.14% among 370,000 | AID 652106; further: potency means the concentration at half of the fitted maximal effect; % of control where 0% means no effect; nearly all actives have a fitted effect of over 65% in size
#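 Galactose-induced alpha-syn yeast (OD600=0.02, raffinose-pregrown) + pinned cpd, 24 hr, 30 deg C; growth by BacTiter-Glo luminescence. Growth restoration scores as activation.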
# TDP-43 yeast inh: rescues yeast growth from TDP-43 toxicity; Potency, µM (titrated, usually from 46.1 µM), inactives show at the highest dose growth rescue (activation), actives largely listed as activators; hit rate 1.8% among 410,000; TDP-43 expressing yeast growth rescue, BacTiter-Glo, 24 h; AID 652104; further: potency means the concentration at half of the fitted maximal effect; % of control where 0% means no effect; nearly all actives have a fitted effect of over 50% in size
#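 Cell-based yeast growth screen: TDP-43 expression induced in galactose, inoculum OD600=0.02 after raffinose pregrowth to mid-log. Read-out BacTiter-Glo luminescence at 24 hr, 30 deg C; inhibition of toxicity seen as signal increase.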
# pAkt inh: blocks phosphorylation of Akt. hit rate 0.32% among 360,000. Neuro2A IGF-stimulated pAkt S473 HTRF, 20 min; hits give low values. activity change, % for hits at 50 µM. AID 651550; in the data active means activity change below about -80%; inconclusive means mostly about -51% to -80%; further: on the % scale 0 is the no-effect control and ±100 the full control effect
#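 Single-point screen (50 µM final compound) in Neuro2A cells stimulated 20 min with 6 nM IGF at 37 deg C. After lysis, Ser473-phosphorylated Akt read by HTRF (ex 330 nm, em 615/665 nm) as the 665/615 ratio.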
# Abeta rescue: A-beta toxicity reversal in yeast. yeast expressing A-beta42, growth rescue, OD600, 48 h; response scale: 0% DMSO, 100% iron-clioquinol control. Potency, µM (series often up to 46.1 µM), for inactives: top-dose growth rescue, usual class: activators. hit rate 0.063% among 410,000. AID 1347071; further: potency means the concentration at half of the fitted maximal effect; nearly all actives have a fitted effect of over 55% in size
#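 Yeast A-beta toxicity model in growth medium with pinned compounds, 48 h at 30 C; growth read as absorbance at 600 nm. Normalized to FeCl3/clioquinol equimolar mix (positive) and DMSO (negative).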
# PTHR1 ag: activates the human parathyroid hormone receptor PTHR1; Q03431; HEK293 GP2 PTHR1 cells, GloSensor cAMP luminescence, 1 h; Potency, µM (top dose mostly 115 µM), inactives show top-dose activation, hits mostly activators; hit rate 0.075% among 410,000; further: potency means the concentration at half of the fitted maximal effect; nearly all actives have a fitted effect of over 55% in size; some results filed as inactive show a strong effect at the top dose; inactives centre near -15; many of its hits are not listed in these tables
# Target sequence (Q03431 whole entry, looked up): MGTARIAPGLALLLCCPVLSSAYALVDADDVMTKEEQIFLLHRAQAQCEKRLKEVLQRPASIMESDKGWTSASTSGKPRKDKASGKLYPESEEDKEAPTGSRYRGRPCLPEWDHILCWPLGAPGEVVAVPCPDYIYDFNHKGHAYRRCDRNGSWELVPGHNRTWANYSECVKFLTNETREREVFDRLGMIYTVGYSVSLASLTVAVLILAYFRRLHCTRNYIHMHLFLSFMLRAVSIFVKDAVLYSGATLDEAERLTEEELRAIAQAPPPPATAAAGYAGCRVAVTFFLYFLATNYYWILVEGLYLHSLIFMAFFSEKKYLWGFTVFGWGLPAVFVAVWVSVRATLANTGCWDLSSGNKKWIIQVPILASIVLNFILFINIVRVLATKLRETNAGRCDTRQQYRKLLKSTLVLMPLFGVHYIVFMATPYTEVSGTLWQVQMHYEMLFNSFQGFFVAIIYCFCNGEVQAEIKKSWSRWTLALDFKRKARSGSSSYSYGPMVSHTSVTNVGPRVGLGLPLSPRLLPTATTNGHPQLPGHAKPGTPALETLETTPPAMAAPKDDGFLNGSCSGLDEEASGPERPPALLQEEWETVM
#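 HEK-293-derived GP2 cells expressing PTHR1 and a GloSensor cAMP reporter, 3,000/well, plated overnight, given luciferin plus IBMX (each 0.5 mM as added) for 1 h at 37 °C, then compound for 1 h at 37 °C. Luminescence was read after 15 min at room temperature.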
# DRD3 antagonist: antagonists of human D3 dopamine receptor. max response, negative = inhibition, %. D3R cells, DiscoveRx beta-arrestin luminescence, antagonist mode; hits give low values. AID 652054. hit rate 2.5% among 360,000. P35462; in the data active means max response below about -50%; inconclusive means no clear call, values can overlap the other calls; further: on the % scale 0 is the no-effect control and ±100 the full control effect; mostly tested at two doses, the higher about 12 µM
#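 Cells plated overnight at 1500 cells/well, then exposed to library compounds with dopamine controls for 90 minutes at 37 degrees C. DiscoveRx reagent added for 30–60 minutes at room temperature; luminescence read, quantitative HTS format.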
# GLP-1R inv ag: inverse agonists of human GLP-1 receptor | HEK293 GLP-1R CRE-luciferase, luminescence, 24 h; GLP-1R form is constitutively active | hit rate 1.6% among 410,000 | Potency, µM (top dose mostly 38.3 µM), inactives show at the highest dose activity change, negative = inhibition, most hits filed as inhibitors; further: potency means the concentration at half of the fitted maximal effect; on the % scale 0 is the no-effect control and ±100 the full control effect; nearly all actives have a fitted effect of over 55% in size
# Target sequence (P43220 whole entry, looked up): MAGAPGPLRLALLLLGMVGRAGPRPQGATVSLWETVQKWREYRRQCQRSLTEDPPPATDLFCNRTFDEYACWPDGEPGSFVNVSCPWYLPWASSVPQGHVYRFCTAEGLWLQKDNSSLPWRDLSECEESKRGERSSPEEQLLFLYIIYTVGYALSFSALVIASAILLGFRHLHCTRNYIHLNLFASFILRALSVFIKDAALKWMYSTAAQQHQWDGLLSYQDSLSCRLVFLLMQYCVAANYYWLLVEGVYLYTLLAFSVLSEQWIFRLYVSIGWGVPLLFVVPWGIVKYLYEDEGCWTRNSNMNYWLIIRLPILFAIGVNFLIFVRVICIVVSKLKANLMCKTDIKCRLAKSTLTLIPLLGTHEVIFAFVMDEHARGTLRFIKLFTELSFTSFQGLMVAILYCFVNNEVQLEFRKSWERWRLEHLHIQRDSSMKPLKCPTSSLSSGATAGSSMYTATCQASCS
#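 Inverse agonists were sought by their lowering of basal cAMP reporter luciferase output in HEK293 cells stably carrying constitutively active human GLP-1R, after 24 h compound treatment.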
# GLP-1R agonist: agonists of human GLP-1 receptor; P43220; Potency, µM (doses to about 45.6 µM), for inactives: at the top dose activation, most hits filed as activators; hit rate 0.007% among 380,000; HEK293 GLP-1R CRE-luciferase, luminescence, 4-6 h; cells express a hypersensitive GLP-1R form; further: potency means the concentration at half of the fitted maximal effect; % of control where 0% means no effect
# Starred values were filed as active, the others as inactive; i = inactive; ? = inconclusive; . = not tested or not shown; & = joins results of further samples; [ ] = remark or other dose. Unless noted, the call rests on the fitted dose curve; in most records, active means well fitted curve in the direction sought with a large enough effect; inconclusive means small, poorly fitted or top-dose-only effect, or another doubt; inactive means no such curve, though single readings can be large; an effect the other way counts as inactive or inconclusive.
SMILES,FUS suppressor,aSyn rescue,TDP-43 yeast inh,pAkt inh,Abeta rescue,PTHR1 ag,DRD3 antagonist,GLP-1R inv ag,GLP-1R agonist
CCOC(=O)C(Cc1ccc(O)cc1)NC(=O)CNC(=O)C1CCCN1C(=O)OC(C)(C)C (stereo not given),22%,5%,-18%,i,-5%,-9%,-23,11%,8%
Cc1ccc(C(=O)O/N=C(\N)Cc2ccc([N+](=O)[O-])cc2)c(Cl)c1,21%,-47%[inhibitor],?,i,-48%[inhibitor],-20%,-29,?,-7%
O=C(CC1N=C2c3ccccc3N=C(SCC(=O)Nc3ccc(F)cc3)N2C1=O)NCc1ccc2c(c1)OCO2 (stereo not given),?,.,0%,.,-11%,i,.,3%,.
CCOC(=O)N1CCN(C(=O)Cn2c(=O)sc3ccccc32)CC1,8%,-3%,2%,i,2%,i,11,1%,-9%
COc1cc(OC)c(/C=N/n2c(C3CCCCC3)n[nH]c2=S)c(OC)c1,8%,1%,17%,i,-6%,i,-17,18%,7%
COc1cccc(N=Cc2c[nH][nH]c2=O)c1,46%,0%,12%,i,4%,-9%[57.5 µM],17,0%,7%
O=C(CN1C(=O)C2CC=CCC2C1=O)Nc1nc2ccc(F)cc2s1 (stereo not given),16%,9%,-10%,i,2%,i,2,-20%,8%
CC(NC(=O)OCc1ccccc1)C(=O)Oc1cc2oc(=O)cc(-c3ccccc3)c2cc1Cl (stereo not given),13%,3%,6.3µM*,i,-2%,-1%,-8,?,1%
CN1C(=S)SC(N(O)C(=O)Nc2ccc(Cl)c(Cl)c2)C1(C)C (stereo not given),-12%,-8%,7%,i,4%,-6%,-20,10µM*,-13%
CCCc1nc2c(C)cc(Br)cn2c1Cc1ccccc1,6%,1%,-1%,i,-4%,16%,13,?,16%
Nc1ccc(NC(=O)Nc2ccc(N)cc2)cc1,-18%,1%,5%,i,0%,i,11,4%,0%
COc1ccc(NC(=O)CS(=O)CC(=O)Nc2cc(Cl)ccc2OC)cc1 (stereo not given),23%,-1%,3%,i,13%,-7%[57.5 µM],-9,-5%,23%
COc1cc(S(=O)(=O)NCC(c2ccco2)N2CCCCC2)ccc1NC(C)=O (stereo not given),.,5%,15%,i,1%,i,15,7%,9%
COCCn1nnnc1C(c1ccc(OC)c(OC)c1)N1CCN(C(=O)c2ccco2)CC1 (stereo not given),10%,3%,23%,i,-12%,-17%,-4,11%,7%
Cc1cc(C)nc(NC(=NCCc2c[nH]c3ccc(Cl)cc23)NC(=O)c2ccccc2C)n1,-7%,0.56µM*,5%,.,-23%,3%,.,9%,3%
Cc1ccc(-c2cccc(C3CC=CC4C3C(=O)N(Cc3ccccc3)C4c3ccc(C(F)(F)F)cc3)c2)cc1 (stereo not given),39%,-3%,-14%,i,-4%,-14%,-10,-17%,-1%
CSc1ccccc1NC(=O)COc1nsnc1N1CCOCC1,-16%,1%,?,i,-9%,-12%,-18,5%,0%
CSc1ccc(S(=O)(=O)N2CCC(C(=O)NCc3ccco3)CC2)cc1,5%,2%,-8%,i,-4%,i,-6,13%,17%
Cc1nn2cc(-c3ccccc3)nc2[nH]c1=O,-19%,0%,5%,i,4%,i,144,21%,-17%
COc1ccc(C2=Nn3c(nnc3-c3ccccc3OC)SC2)cc1OC1CCOC1 (stereo not given),18%,.,.,.,-2%,27%,.,.,?
COc1ccc(OC(=O)c2cccc([N+](=O)[O-])c2)c(C(=O)/C=C/c2cccs2)c1,5%,1%,5%,i,2%,-10%,-17,?,-3%
COc1ccc(-n2nnnc2SCC(=O)NC2CCS(=O)(=O)C2)cc1 (stereo not given),-7%,-1%,15%,i,6%,-8%,17,7%,4%
Cc1nc2c(=O)[nH]c(=S)n(C)c2nc1C,.,-42%[inhibitor],30%,i,-13%,3%,12,4%,2%
CCOc1cc(-c2ccc(OC(=O)c3ccccc3Cl)c(OC)c2)cc(=O)c2c(C)oc(C)c12,?,.,0%,.,-41%,-10%,.,3%,.
C=CCN(C(=O)CNC(=O)c1ccco1)C(C(=O)NC1CCCCC1)c1ccc(OC)cc1 (stereo not given),-6%,4%,6%,i,0%,i,9,3%,-3%
O=C(NCc1ccco1)C1CC(c2ccc(Cl)cc2)=NO1 (stereo not given),-25%,0%,2%,i,-2%,i,-8,?,7%
Cc1cccc(NC(=O)CNC(=O)c2cc(S(=O)(=O)N(C)C)ccc2N2CCCC2)c1C,13%,-8%,-4%,i,-5%,-4%,-17,-6%,-3%
Cc1ccc2nc(SCC(=O)Nc3ccc4c(c3)CCC4)[nH]c2c1,-6%,1%,?,i,9%,i,-2,?,1%
O=S(=O)(c1ccc(Br)s1)N1CCCCC1,-8%,-2%,?,i,-23%,i,?,?,0%
CCCS(=O)(=O)N1CCCC(C(=O)NCCCOC)C1 (stereo not given),-14%,-6%,1%,.,-2%,i,.,3%,-1%

# Record cards, from the list above. Values in the order: FUS suppressor | aSyn rescue | TDP-43 yeast inh | pAkt inh | Abeta rescue | PTHR1 ag | DRD3 antagonist | GLP-1R inv ag | GLP-1R agonist
# CCCS(=O)(=O)N1CCCC(C(=O)NCCCOC)C1 (stereo not given) in the list: -14% | -6% | 1% | . | -2% | i | . | 3% | -1%
# COc1ccc(C2=Nn3c(nnc3-c3ccccc3OC)SC2)cc1OC1CCOC1 (stereo not given) in the list: 18% | . | . | . | -2% | 27% | . | . | ?
# Cc1ccc(-c2cccc(C3CC=CC4C3C(=O)N(Cc3ccccc3)C4c3ccc(C(F)(F)F)cc3)c2)cc1 (stereo not given) in the list: 39% | -3% | -14% | i | -4% | -14% | -10 | -17% | -1%

# More structures
SMILES,FUS suppressor,aSyn rescue,TDP-43 yeast inh,pAkt inh,Abeta rescue,PTHR1 ag,DRD3 antagonist,GLP-1R inv ag,GLP-1R agonist
CCNc1cc(Cl)nc(SC)n1,-16%,-1%,-4%,i,-3%,i,-22,4%,14%
COc1ccc2cc(S(=O)(=O)Nc3ccccn3)ccc2c1,0%,-1%,11%,i,-10%,i,7,19%,10%
CCCCC(=O)N1CCCC(c2nc(-c3cccc(OC)c3)no2)C1 (stereo not given),25%,0%,?,i,2%,-28%,18,?,5%
CN(C)CCCn1c(=S)[nH]c2ccccc2c1=O,6%,0%,-14%,i,4%,i,-15,-21%,4%
Cc1cc(C(=O)CN2CCN(CC(=O)Nc3ccc(F)cc3)CC2)c(C)n1C1CC1,.,-6%,14%,i,5%,-10%,2,-9%,-14%
CCc1cc(C(=O)NNC(=S)NCC2CCCO2)cs1 (stereo not given),26%,2%,2%,i,-5%,i,-53*,0%,-8%
Cc1ccc(NC(=O)CCNC(=O)c2ccc(Cl)cc2)cc1C,-2%,14%,6%,i,-8%,-16%,-4,?,2%
COc1cc(C2Oc3ccccc3C=C2[N+](=O)[O-])cc(OC)c1OC (stereo not given),35%,?,5µM*,i,-43%[inhibitor],-64%[inhibitor],-10,11µM*,-17%
CC(=O)OCC(=O)[C@@]12OC3(CCCC3)O[C@@H]1C[C@H]1[C@@H]3CCC4=CC(=O)C=C[C@]4(C)[C@@]3(F)[C@@H](O)C[C@@]12C,10%,2%,0%,i,2%,i,6,?,-7%
CC1CCN(c2cc(N3CCN(C(=O)c4ccc(F)c(F)c4)CC3)c([N+](=O)[O-])cc2F)CC1,.,2%,16%,i,10%,-1%,6,14%,9%
O=C(CSc1nccn1Cc1ccc(F)cc1)Nc1ccc(F)cc1F,.,12%,13%,i,-1%,-61%[inhibitor],2,?,-2%
Cc1cc(NC(=O)CSc2nc(C(C)C)nc3ccccc23)no1,14%,0%,20%,i,-2%,i,-9,?,11%
Cc1cc(NC(=O)C(C)Oc2ccc(C(C)(C)C)cc2)no1 (stereo not given),33%,0%,21%,i,?,-19%,-13,?,16%
Cc1ccc(-n2ncc3c2CC(C)(C)CC3NC(=O)CCc2cnn(C)c2)cc1 (stereo not given),19%,1%,-12%,i,23%,-12%,-1,-46%,4%
O=S(=O)(c1ccc(Br)cc1)N1CCN(c2ccccc2)CC1,2%,9%,9%,i,-3%,i,-14,17%,-5%
O=[N+]([O-])c1ccccc1/C=C/C=N/n1c(-c2ccco2)n[nH]c1=S,30%,-3%,11%,i,5%,i,-27,-8%,6%
Cc1cc(NC(=O)c2ccccc2)ncc1NC(=O)c1ccco1,32%,-24%,-28%,i,-23%,-22%[57.5 µM],-2,-19%,-12%
CCOc1ccccc1C1C(C(=O)Nc2ccccc2OC)=C(C)Nc2nc3ccccc3n21 (stereo not given),-21%,.,8%,.,-7%,-17%,.,3%,-1%
Cn1c(=O)n(C)c2cc(NS(=O)(=O)c3ccc(Cl)s3)ccc21,17%,-3%,-23%,i,0%,i,-8,82%[activator],14%
CCOc1ccccc1C(=O)NC(C(=O)Nc1cccnc1)C(C)C (stereo not given),-27%,3%,15%,i,9%,-28%,1,-2%,8%
O=C1OC(c2ccc(F)cc2)=C/C1=C\c1ccc(O)cc1,22%,-2%,10%,i,-11%,i,-1,15%,4%
CC(C)CCNC(=O)CCC(=O)NNc1nc2ccccc2c2nc(-c3ccccc3)nn12,-35%&-1%,2%,-1%&7%,i,-12%&13%,-6%&-3%,4,15%&-4%,-1%&9%
O=C(CN1CCN(CN2C(=O)NC3(CCCCCC3)C2=O)CC1)Nc1ccc(F)cc1,-24%,-9%,-20%,i,-8%,?,-24,12%,-2%
COC(=O)C1(C(F)(F)F)N=C2Sc3ccccc3N2C(N2CCOCC2)=N1 (stereo not given),-22%,2%,7%,i,-1%,0%,19,8%,-1%

# These rows are one share of the data. The share of hits here may be higher or lower than overall.
